HIF act – HIF pathway transcriptional activators, primary screen, cell-based, U2OS HRE-luciferase, luminescence. U2OS HRE-luciferase reporter; normalized: DMSO 0%, desferrioxamine 100%. activation, % at 7.5 µM (by protocol). 300,000 compounds, 0.32% hits. AID 1910, 2009;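 active = mean activation of at least 10% of the iron chelator positive control signal, with at least half of replicates also reaching 10%; inconclusive = mean and replicate majority disagree about reaching 10%; inactive = mean and most replicates under 10%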
KLF5 inh – KLF5 expression inhibitors, primary screen, DLD-1 cells, luminescence. DLD-1 KLF5 promoter-luciferase reporter. inhibition, % at 5 µM. 290,000 compounds, 0.23% hits;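 active = inhibition above a per-plate limit of that plate's mean compound inhibition plus 3 SD, cut at about 60% in these data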;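 note: 0% = DMSO wells and 100% = LY294002 at 200 µM; higher means less KLF5 promoter-driven luciferase light; inactives centre near -14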
IEC-6 cytotox – cytotoxicity in IEC-6 intestinal epithelial cells, primary screen, cytotoxicity control for KLF5 inhibitor project, cell-based, luminescence; IEC-6 cytotoxicity, luminescence viability; inhibition, % at 5 µM; 290,000 compounds, 0.78% hits; AID 1825, 2009; in the data active = inhibition above about 22%;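 note: 0% = plate median of test compound wells and 100% = cytotoxic reference compound wells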
SKKanGAS inh – S. pyogenes SKKanGAS growth inhibitors in kanamycin, primary screen, streptokinase expression inhibitor project, SKKanGAS strain, BacTiter-Glo luminescence; 6 h; inhibition, % at 7.5 µM; 300,000 compounds, 1.3% hits;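 active = mean replicate score, as percent of positive control median, at least 50; inconclusive = mean below 50 but one replicate at or above 50; inactive = mean and every replicate below 50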;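 note: strain carries kanamycin resistance gene driven by streptokinase promoter and grows in 40 µg/ml kanamycin; loss of luminescence reflects streptokinase promoter inhibition or plain growth inhibition; 0% = median of DMSO wells and 100% = positive control at its reference dose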
aSyn UTR inh – MLPCN primary screen, SNCA 5' untranslated region | alpha-synuclein 5'UTR reporter, inhibitor activity | inhibition, % (tested at 7.5 µM) | 300,000 compounds, 0.82% hits | AID 1813, 2009; in the data active = inhibition above about 60%; inconclusive = no clear call, values can overlap the other calls;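 note: H4 neuroglioblastoma cells stably carrying SNCA 5'UTR luciferase fusion; 0% = DMSO wells and 100% = positive control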
HSF1 inh – HSF1 inhibitors in luciferase reporter cells, primary screen, cell-based, NIH3T3, luminescence | NIH3T3-HGL HSE-luciferase, MG132-induced, luminescence 8 h; active compounds read low | activity change, negative = inhibition, % at 7.5 µM (by protocol) | 300,000 compounds, 0.77% hits | AID 2098, 2009;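 active = more than half of replicate wells show activity change below -50%, luminescence cut by over half; inconclusive = some wells, but at most half, below -50%; inactive = no replicate well below -50%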;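 note: luciferase reports HSF-1 transcriptional activity via heat shock element; 0% = median of DMSO wells and -100% = zero luminescence signal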
AI-2 QS mod – Vibrio harveyi AI-2 quorum sensing modulators, primary screen, JMH597 strain, luminescence/OD600 ratio; Vibrio harveyi JMH597 AI-2 luminescence/OD600 ratio, 9 h; active compounds read low; strain lacks LuxN and CqsS sensors; 0 = neutral-control median; activity change, % at 7.5 µM; 300,000 compounds, 0.4% hits; in the data active = activity change below about -75%, passing the limit was not always enough; inconclusive = no clear call, values can overlap the other calls;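 note: luminescence divided by OD600 gain over 9 h not by final OD600 alone; inactives centre near 13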
HSF-1 act – HSF-1 activators, primary screen, NIH3T3-HGL cells, MG132 stress, luminescence, single point | NIH3T3-HGL HSF-1 luciferase reporter, 8 h; 100% = twice DMSO control signal | 300,000 compounds, 1.7% hits | AID 504408, 2011 | activation, % at 9 µM;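 active = mean replicate activation of at least 50% with a set share of replicates each reaching 50%; inconclusive = only one of those two conditions met; inactive = mean below 50% and too few replicates reaching it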;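 note: 0% = median of the neutral control wells and 100% = twice that signal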
HSP90 inh – HSP90 inhibitors, primary screen, cell lysate, luminescence. Heat shock protein HSP 90 (rabbit reticulocyte lysate; luciferase refolding). Rabbit reticulocyte lysate, luciferase refolding luminescence, 3 h. inhibition, % at 5.6 µM. 290,000 compounds, 0.91% hits;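 active = inhibition above the screen-wide mean plus 3 SD, computed separately per campaign, cut at about 16% in these data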;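 note: 0% = DMSO wells and 100% = 60 µM geldanamycin wells; inhibitors lower the luminescence because luciferase stays unfolded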
Platelet DG rel – inhibitors of platelet dense granule secretion, primary screen, cell-based, MLPCN, human platelets; human platelet-rich plasma, SFLLRN dense granule ATP release, luminescence; inhibition, %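 (compounds screened at 7.5 µM in platelet-rich plasma)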; 300,000 compounds, 0.22% hits; AID 1663, 2009;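 active = mean replicate score, as percent of positive control, at or above 50; inconclusive = mean below 50 but at least one replicate at or above 50; inactive = mean and every replicate below 50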
An asterisk follows results filed as active; ? = inconclusive; . = no result given. The order is random. About 6% of those tested had a hit in this group.

SMILES	HIF act	KLF5 inh	IEC-6 cytotox	SKKanGAS inh	aSyn UTR inh	HSF1 inh	AI-2 QS mod	HSF-1 act	HSP90 inh	Platelet DG rel
Cc1ccccc1-c1nnc(-c2ccc(Br)cc2)o1	3.3	-37	1	-17	-175	4	3	36	-5	-2
O=C(CCN1CCN(C(c2ccccc2)c2ccccc2)CC1)N/N=C/c1ccc(O)cc1	-0.2	-6	0	2	5	-2	22	-13	0	7
COc1cc(-n2c(=O)c3ccccc3n(Cc3ccccc3)c2=O)cc(OC)c1OC	-0.6	-1	6	-1	17	-5	9	17	3	3
COc1cccc(-c2nn(C)c3sc(C(=O)NCc4ccc(C)cc4)cc23)c1	-0.6	-23	9	20	-3	18	15	5	2	-3
c1ccc2[nH]c(SCC3CCCCO3)nc2c1 (configuration not stated)	0.8	-97	2	12	-76	5	19	-10	1	-14
CC(C)(C)OC(=O)NNC(=O)Nc1ccccc1C(F)(F)F	0.0	-3	5	0	4	0	3	-11	-1	0
Cc1cc(Cl)ccc1Oc1ncc(-c2ccc(Cl)cc2)cn1	0.0	-1	-3	6	-32	2	13	-6	0	9
COc1cc2c(cc1NC(=O)CN(C)Cc1cccc(OC)c1OC)oc1ccccc12	0.5	-4	4	0	-29	17	8	43	-3	1
CCOc1ccc(NC(=S)N2CCCC2)cc1	.	-16	6	.	.	.	29	.	0	.
C/C(=C\c1ccccc1)C(=O)NCc1ccco1	0.6	-36	-2	-19	-33	2	8	14	1	9
CC(C)(C)c1ccc(-c2conc2N)cc1	.	-125	5	-6	.	.	20	.	69*	6
N#C/C(=C(/O)c1cccs1)c1nc2ccccc2[nH]1	1.2	3	6	9	-102	21	20	26	3	-3
O=C(NCCCNC(=O)c1cccs1)c1cccs1	0.4	-31	8	-4	-5	-4	-1	-14	2	0
CC(CCc1ccccc1)NC(=O)C1CCN(S(=O)(=O)c2ccc(F)cc2)CC1 (configuration not stated)	0.5	-6	2	16	20	9	-16	18	-2	-1
CCCCN(C(=O)NC(=O)Nc1nc2ccc(OC)cc2s1)S(C)(=O)=O	1.8	-80	-1	-3	-83	.	-1	.	4	-9
CCCc1nnc(NC(=O)CCC(=O)N2CCN(Cc3ccc(Cl)cc3)CC2)s1	-0.3	-1	2	-12	6	-1	12	-14	2	-5
Clc1ccc(Nc2nc(-c3ccncc3)cs2)cc1	2.8	-15	6	-7	-85	5	4	18	-5	0
O=C(CCc1nc2ccccc2c(=O)[nH]1)OCc1ccccc1F	-0.1	-10	-3	-3	18	4	19	16	1	-24
COC(=O)c1cn(C(=O)c2cc(Br)ccc2Cl)c2ccccc12	0.5	2	-6	12	5	3	17	16	-6	6
COc1ccc(Nc2cc(C)nc(N)n2)cc1	1.8	-43	4	9	-64	11	5	13	1	2
Cc1ccc(/C=N/n2cnnc2)s1	-0.1	-43	-6	-9	-10	8	36	6	0	-11
Cc1ccc(C)c(N2CCN(C(=O)CN3C(=S)NC(C)(C)CC3C)CC2)c1 (configuration not stated)	-0.3	-19	0	1	-8	-3	.	-7	2	5
O=C(COC(=O)c1ncc(Cl)c(Cl)c1Cl)Nc1ccc(Cl)cn1	0.2	.	.	-9	10	-3	-7	8	.	-24
CC12CCC(C(=O)N3CCCc4ccccc43)(OC1=O)C2(C)C (configuration not stated)	-0.4	-18	-9	-8	12	-4	-3	3	4	-11
CN(C(=O)COC(=O)c1ccc(F)c(S(=O)(=O)N2CCOCC2)c1)C1CCS(=O)(=O)C1 (configuration not stated)	?	.	.	1	-2	-5	3	-7	.	6

Compound profiles, from the list above. Screens in order: HIF act	KLF5 inh	IEC-6 cytotox	SKKanGAS inh	aSyn UTR inh	HSF1 inh	AI-2 QS mod	HSF-1 act	HSP90 inh	Platelet DG rel
O=C(NCCCNC(=O)c1cccs1)c1cccs1 is listed with 0.4	-31	8	-4	-5	-4	-1	-14	2	0
CC12CCC(C(=O)N3CCCc4ccccc43)(OC1=O)C2(C)C (configuration not stated) is listed with -0.4	-18	-9	-8	12	-4	-3	3	4	-11
c1ccc2[nH]c(SCC3CCCCO3)nc2c1 (configuration not stated) is listed with 0.8	-97	2	12	-76	5	19	-10	1	-14

Remaining list, next part:
SMILES	HIF act	KLF5 inh	IEC-6 cytotox	SKKanGAS inh	aSyn UTR inh	HSF1 inh	AI-2 QS mod	HSF-1 act	HSP90 inh	Platelet DG rel
O=C(Nc1ccccc1)N1CCC(C(=O)N2CCCC(C(F)(F)F)C2)CC1 (configuration not stated)	0.2	-19	7	-3	-5	-4	4	-1	0	-18
Cc1ccc(-n2ncc3c(SCc4ccccc4)ncnc32)cc1	3.2	-50	-2	6	-180	-1	8	30	4	-1
CC(=O)Nc1ccc(S(=O)(=O)NCC2CCC(C(=O)NCCCN(C)Cc3ccccc3)CC2)cc1 (configuration not stated)	0.0	-17	-3	0	-33	1	-23	-1	3	-4
CC(C)Nc1nnc(SC(C)C(=O)Nc2ccc(Cl)cn2)s1 (configuration not stated)	-1.0	-9	-6	4	10	5	18	29	0	2
CCOC(=O)CNC(=O)c1c(C)nn(-c2ccccc2)c1Cl	-0.3	-19	2	0	-10	1	13	4	-1	6
Oc1ccc(-c2cn3cc(C(F)(F)F)ccc3n2)cc1	1.0	-15	2	-12	60	37	-1	48	17*	36
COc1cccc(=O)c2c(C)n(C)c(C)c12	-0.2	-4	2	3	9	2	15	9	1	-10
COC(=O)c1cc(OC)c(OC)cc1N=CC1=C(O)CC(C)(C)CC1=O	0.2	-6	-2	-10	-23	-1	-7	2	-2	8
CCn1cc(C(=O)O)c(=O)c2cc(F)c(N3CCN(C(=S)NC(=O)c4ccccc4)CC3)cc21	0.1	-8	0	15	-16	-2	2	7	3	-5
COc1cc(OC)c(NS(=O)(=O)c2c(C)[nH]c(=O)[nH]c2=O)cc1Cl	-1.8	-27	-2	-1	-25	4	5	1	2	0
O=C(Cn1c(C(F)(F)F)nc2ccccc21)NCCN1CCCC1	-0.6	-45	-4	.	14	1	3	-6	-1	14
O=C(Nc1cccnc1)c1ccc([N+](=O)[O-])cc1Cl	0.0	-6	2	-1	8	2	25	7	2	16
Cc1cc(C(=O)CN2C(=O)c3cccc(N)c3C2=O)c(C)n1Cc1cccs1	1.6	-13	2	4	-17	12	44	24	-3	-4
Cc1ccc(S(=O)(=O)NCCC(=O)N2CCOCC2)cc1C	-0.8	.	.	-2	-15	1	8	-9	.	-2
Cc1ccccc1NC(=O)COC(=O)CCc1ccccc1	-0.3	14	0	-12	11	1	11	0	3	3
CC(CC(=O)NCc1ccccc1)C1CCCO1 (configuration not stated)	0.7	-17	0	5	-62	3	19	6	3	9
COc1ccc(CN(Cc2ccc(C(=O)O)cc2)C(=S)Nc2ccc(C)cc2)cc1OC	0.5	19	6	-2	4	-7	34	-2	4	3
O=C(N/N=C/c1ccccn1)c1cc(C2CC2)nc2ccccc12	1.2	11	-1	-1	8	-6	10	-5	0	-4
COc1ccc(CNn2c(-c3cccc(C)c3)nc3ccccc3c2=O)cc1OC	0.0	7	-1	-1	12	-6	13	3	1	6
Cc1ccc(-c2nc(C3CCN(S(=O)(=O)c4ccc(C(F)(F)F)cc4)CC3)no2)cc1	0.0	-34	4	-11	6	-3	1	3	1	-12
CCOc1cc(C2C(C(=O)N3CCCCC3)=C(C)NC3=C2C(=O)CCC3)cc(Br)c1O (configuration not stated)	0.2	-13	-1	2	-25	-7	26	2	-2	15
Nc1[nH]c(=O)[nH]c(=O)c1N=Nc1cccc(Cl)c1	0.0	-3	-8	6	-20	-2	23	10	2	-2
Cc1ccc(NC(=O)CSc2n[nH]c(-c3ccccn3)n2)cc1	0.3	40	9	-20	?	-4	14	0	3	-5
CCOC(=O)c1ccc(NS(=O)(=O)c2c(C)nc3sccn3c2=O)cc1	0.1	-30	12	-2	10	-4	11	14	0	14
Cn1nc(C(F)(F)F)c(/C=N/OC(=O)c2ccc(Cl)cc2)c1Cl	-1.0	-17	0	-3	-12	-3	14	-5	-4	7

Next results:
SMILES	HIF act	KLF5 inh	IEC-6 cytotox	SKKanGAS inh	aSyn UTR inh	HSF1 inh	AI-2 QS mod	HSF-1 act	HSP90 inh	Platelet DG rel
CCC1CCCCN1C(=O)Cn1c(=O)n(CCCC(=O)NCc2ccco2)c(=O)c2sccc21 (configuration not stated)	-0.1	-10	5	-3	14	-6	-1	8	-4	-2
Cc1ccc(C(=O)OCC(=O)c2c[nH]c3ccccc23)cc1	1.5	-18	3	-3	-147	4	-79*	-15	0	-4
Cc1ncc(CCl)c2c1OC(C)(C)OC2	-0.1	-17	0	2	-18	-3	27	-4	0	1
CN1CCc2c(sc(/N=C/c3ccco3)c2C(N)=O)C1	0.0	11	-1	-4	-25	-8	22	22	-1	0
CC(=O)NC(=O)c1ccc(-c2ccc(Cl)cc2)o1	0.7	-5	1	4	-11	5	9	31	-2	2
CCCn1c(=O)c(C(=O)NCCc2ccccc2)c(O)c2ccccc21	-0.2	-25	7	9	-17	-5	6	-11	4	-5
O=C(N/N=C\c1c(O)ccc2ccccc12)c1ccc(O)cc1	34*	53	0	107*	75*	31	33	42	-4	7
COC(=O)CN(c1ccc(C(C)C)cc1)S(=O)(=O)c1c(C)[nH]c(=O)[nH]c1=O	-0.2	-10	2	9	5	3	21	11	-2	31

Fetched by compound from above (two):
SMILES	HIF act	KLF5 inh	IEC-6 cytotox	SKKanGAS inh	aSyn UTR inh	HSF1 inh	AI-2 QS mod	HSF-1 act	HSP90 inh	Platelet DG rel
O=C(N/N=C\c1c(O)ccc2ccccc12)c1ccc(O)cc1	34*	53	0	107*	75*	31	33	42	-4	7
Cc1ncc(CCl)c2c1OC(C)(C)OC2	-0.1	-17	0	2	-18	-3	27	-4	0	1

Results in SKKanGAS inh, HSF-1 act and HSP90 inh, for some of the entries so far:
structure | SKKanGAS inh | HSF-1 act | HSP90 inh
CN1CCc2c(sc(/N=C/c3ccco3)c2C(N)=O)C1 | -4 | 22 | -1
CC(=O)NC(=O)c1ccc(-c2ccc(Cl)cc2)o1 | 4 | 31 | -2
